# Bioassay records: PubChem, several laboratories
# Lipid droplet – modulators of hepatic lipid droplet formation; inhibition, % at 6.5 µM; AML12 mouse hepatocytes, oleate lipid droplets, BODIPY imaging; hit rate 0.4% among 240,000;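 active = lipid droplet intensity inhibited by at least 50%, with more than 500 cells counted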
#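 Test system: AML12 mouse liver cells; schedule: overnight exposure; technique: high-content imaging of BODIPY-stained droplets and DAPI nuclei; read-out: % inhibition of corrected integrated BODIPY droplet signal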
# MT stabilize HCS – microtubule stabilization, imaging screen; % tubulin-high responders, % at 10 µM; hit rate 0.83% among 200,000; HeLa tubulin immunostaining HCS, 24 h; share of cells brighter than vehicle mean+2SD;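 active = plate Z-score above 3 for both tubulin-high and condensed-nucleus cell shares, with cell loss under 80%, at 10 µM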;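 note: anti alpha tubulin signal scored within the nucleus-defined area of each cell; some results filed as inactive read as strong as hits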
# P. falciparum M1AAP – P. falciparum M1AAP inhibitors, biochemical, fluorogenic H-Leu-NHMec substrate, 1536-well (AID 1445); one-dose inhibition, % at 30 µM; IC50 in µM for titrated hits; recombinant M1AAP, H-Leu-NHMec fluorogenic kinetic assay; higher % means a stronger effect; hit rate 0.42% among 220,000;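 active = primary inhibition above the hit cutoff, then over 50% inhibition at one or more dose response concentrations, cut at about 23% in these data, passing the limit was not always enough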;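 note: plate controls were DMSO full reaction for no effect and no enzyme background for full effect; strong numbers were not always called active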
# M17LAP inhibition – P. falciparum M17LAP inhibitors, primary screen, biochemical, fluorogenic H-Leu-NHMec substrate, 1536-well (AID 1619) | recombinant M17LAP, H-Leu-NHMec fluorogenic kinetic assay; higher % means a stronger effect | inhibition, % at 30 µM, or IC50 in µM where a hit was titrated | hit rate 0.38% among 220,000;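 active = compound inhibiting the enzyme by more than half at any dose during confirmatory dose-response retesting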;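 note: plate controls were full reaction with DMSO carrier for no effect and no enzyme background for full effect; strong numbers were not always called active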
# CSM14.1 death rescue – rescue of cells from ER stress-induced death, primary screen, 384-well, CSM14.1, thapsigargin, ATP luminescence (AID 1222); 190,000 tested, under 10 active; CSM14.1 thapsigargin-induced death rescue, ATP luminescence; higher % means a stronger effect; one-dose cellular ATP content (survival), % at 20 µM; EC50 in µM for titrated hits;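 active = EC50 below 50 µM in the dose-response confirmation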;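 note: death triggered by thapsigargin at about 15 µM added after 2 h compound pretreatment; cell ATP read after overnight thapsigargin exposure of roughly 18 to 22 hours; normalized against plate controls of thapsigargin alone and 5% DMSO vehicle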
# Ins promoter up – MIN6 insulin promoter up-regulation; MIN6 insulin promoter-GFP reporter, high-content imaging; hits give high values; z-score at 5 µM; hit rate 0.3% among 190,000; AID 1625;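 active = z-score above 3 at 5 µM with at least 500 cells counted in the well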
# Dynein cargo inh – blocks dynein driven cargo transport along microtubules. 3617.4 mouse cells, GR-EGFP nuclear translocation imaging; test concentration mostly 20 µM; stimulated with dexamethasone, 1 µM; hits give low values. hit rate 0.47% among 220,000. z-score, hits read low;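 active = plate z-score of nuclear minus cytoplasmic receptor signal below a set negative limit, without overly bright fluorescence or cell loss, cut at about -3.5 in these data, passing the limit was not always enough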;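 note: z-score of nuclear minus cytoplasmic ring GR-EGFP intensity difference per well; some compounds called inactive have numbers as strong as hits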
#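 Buffer or medium: tet-free, stripped-serum medium; reagent: dexamethasone at 1.0 µM final, 30 min; incubation: 48 h induction, 1 h compound, 30 min dex at 37 °C; measured by: formaldehyde fixation, Hoechst nuclear stain, 10x automated fluorescence imaging; read-out: nuclear-to-cytoplasmic GR-EGFP distribution per well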
# Yfh1-off respiration – mitochondrial function rescue without frataxin homolog – Friedreich's ataxia, plus single-dose screen, dose response (AID 1465). S. cerevisiae Yfh1-off respiration, WST-1 reduction, 72 h; higher fold induction means a stronger effect. one-dose fold induction at 50 µM; EC50 in µM for titrated hits. hit rate 0.074% among 220,000;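 active = fold induction of absorbance versus untreated yeast above a set limit, then at least 30% activation at any dose in follow-up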;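 note: activators that raise dye reduction in frataxin-depleted yeast; strong numbers were not always called active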
# Autophagy HCS – modulators of autophagy | MEF GFP-LC3 puncta imaging; test concentration mostly 10 µM | calls only at 10 µM (by protocol) | hit rate 0.98% among 190,000;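 active = percentage of spot-positive cells more than 3 SD above its plate mean, without a fluorescence outlier flag or 80% toxicity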;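 note: spot-positive cell cutoff set from DMSO-treated cells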
# Dynein cargo inh cytoplasmic EGFP – second read-out of Dynein cargo inh, no call of its own (marks repeat the call); z-score; measured here: cytoplasmic GR-EGFP intensity; hits give high values
# Dynein cargo inh nuclear GR-EGFP – further read-out of Dynein cargo inh, marked with its call; z-score; measured here: nuclear GR-EGFP intensity;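 lower value marks the stronger effect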
# Dynein cargo inh cell count – recorded beside Dynein cargo inh, whose call it bears; z-score; measured here: cell count per field
# Ins promoter up cell count – recorded beside Ins promoter up, whose call it bears; cell count; measured here: cytotoxicity, nuclei count;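 total cells summed across four imaged fields per well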
# Lipid droplet cells 6.5 µM – also measured in Lipid droplet; calls as there; cell count; measured here: cell count, cytotoxicity flag;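 cells counted across two imaged fields per well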
# MT stabilize HCS Hoechst-high % – further read-out of MT stabilize HCS, marked with its call; % Hoechst-high responders; measured here: nuclear condensation Hoechst responders;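 share of cells brighter than vehicle mean plus two SD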
# MT stabilize HCS cytotoxicity % – second read-out of MT stabilize HCS, no call of its own (marks repeat the call); toxicity, %; measured here: cytotoxicity by cell density;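 0% = mean cell density of plate MIN control wells and 100% = no cells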
# Autophagy HCS cell loss 18 h – recorded beside Autophagy HCS, whose call it bears; toxicity, %; measured here: cell loss, nuclei count;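 cell loss after 18 h compound exposure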
# Active calls of the source: *; i = inactive; x = no result given; + = active, no number.
structure	Lipid droplet	Lipid droplet cells 6.5 µM	MT stabilize HCS	MT stabilize HCS Hoechst-high %	MT stabilize HCS cytotoxicity %	P. falciparum M1AAP	M17LAP inhibition	CSM14.1 death rescue	Ins promoter up	Ins promoter up cell count	Dynein cargo inh	Dynein cargo inh cytoplasmic EGFP	Dynein cargo inh nuclear GR-EGFP	Dynein cargo inh cell count	Yfh1-off respiration	Autophagy HCS	Autophagy HCS cell loss 18 h
NCCCC(=O)N1c2ccccc2Sc2ccccc21	x	x	7.7	2.8	4.7	2.1%	0.9%	-1.3%	-1.07	942	-0.633	-0.0536	-0.172	-0.809	i	i	6.7
CC(C)Cn1cc(C(=O)NC2CCN(Cc3ccccc3)CC2)c2c3ccccc3n(C)c2c1=O	x	x	4.5	4.0	13.0	3.3%	8.1%	-0.7%	-3.06	765	0.0141	-0.298	-0.0502	0.423	x	i	-41.8
C=CCc1ccc(OCCCN2CCCC(C)C2)c(OC)c1 (centres undefined)	-3.2	834	2.5	2.6	4.7	7.8%	11.6%	-2.8%	x	x	-0.604	0.0606	-0.356	0.3	i	i	-8.2
Cc1ccc(-c2cc(C(F)F)n3ncc(C(=O)N4CCc5ccccc5C4)c3n2)cc1	-1.0	742	1.7	4.6	6.1	4.6%	-7.1%	-0.3%	-1.33	1399	0.288	-0.161	0.0663	0.516	i	i	2.2
COc1ccc(C2N(C(=O)c3ccccc3)CCN2C(=O)c2ccccc2)cc1	13.1	709	2.9	1.5	6.1	2.0%	7.5%	-2.6%	0.28	1232	-1.08	0.11	-0.495	0.359	i	i	-5.9
O=C(Nc1ccc(F)cc1)Nc1cc(OCC(F)(F)F)cc(OCC(F)(F)F)c1	-66.1	454	4.2	0.9	2.9	1.3%	3.1%	-2.4%	-3.21	813	0.268	-0.254	0.419	0.602	i	i	-7.8
Cc1ccccc1CSc1nnc(C)c(=O)[nH]1	-1.0	669	1.7	3.0	7.4	-4.5%	-24.2%	x	0.26	1844	0.127	-0.201	0.404	-0.401	i	x	x
CCN(CC1CCCO1)C(=O)CCc1nnc(Cc2ccc3c(c2)OCO3)o1 (centres undefined)	-0.4	749	1.2	1.7	4.8	-4.1%	0.4%	-0.5%	-0.77	1465	0.966	-0.0552	0.729	-1.21	i	i	5.3
CCOc1cc(C2NC(=O)N(C)C(C)=C2C(=O)OC)cc(Br)c1O (centres undefined)	-9.2	685	2.8	2.0	7.3	19.7%	-4.0%	x	-0.83	1298	-1.81	0.071	-0.853	1.06	i	i	0.7
CN1CCN(C(=O)c2ccc(CS(=O)(=O)c3c(Cl)cccc3Cl)o2)CC1	-2.8	634	4.3	1.3	5.2	1.6%	7.0%	-1.0%	0.31	1162	0.748	-0.137	0.8	-0.692	i	x	x
Cc1ccccc1-c1nnc(-c2ccccc2)o1	5.4	676	4.3	2.8	8.0	-1.6%	1.1%	-1.0%	1.65	813	-0.272	-0.149	0.185	-0.0825	i	i	9.7
NC(=O)COC(=O)c1cccc2c1-c1ccccc1C2=O	-2.7	672	1.9	1.1	2.4	3.9%	-3.0%	1.9%	0.23	1671	-0.527	-0.275	-0.273	0.602	i	i	9.6
CCCC(c1nnnn1CCC(C)C)N1CCC(C(N)=O)CC1 (centres undefined)	x	x	1.6	1.6	3.5	0.6%	-13.6%	-0.1%	0.64	1001	-0.305	-0.222	-0.246	0.382	i	i	2.2
CC(C)(C)c1cccc(P(=O)(c2ccccc2)c2ccccc2)c1O	-2.1	671	x	x	x	2.9%	0.7%	x	0.11	1403	0.516	-0.198	0.37	-0.759	i	x	x
Cc1ccnc(NC(=O)COC(=O)C23CC4CC(CC(C4)C2)C3)n1	2.4	697	x	x	x	-6.0%	3.2%	x	-0.11	1477	-0.551	-0.254	-0.349	0.892	i	x	x
COc1ccc(NS(=O)(=O)c2cccc3cccnc23)cc1	0.0	703	3.1	2.4	6.6	3.6%	-5.7%	-1.6%	-0.15	1112	-1.05	-0.269	-0.76	1.91	i	i	-0.7
Cn1c(-c2ccccc2)c(/C=N/NC(=O)c2ccc(O)cc2)c2ccccc21	42.8	524	x	x	x	10.0%	5.2%	x	-2.86	1056	-0.631	-0.206	-0.269	-0.158	i	x	x
Cc1onc(-c2ccccc2Cl)c1C(=O)N1CCCc2ccccc21	x	x	11.4	7.1	1.2	19.2%	0.6%	-1.5%	-0.17	1197	0.394	-0.281	0.0234	0.0326	i	i	8.7
CCOc1ccc(N2C(=O)NC(Cc3c[nH]c4ccccc34)C2=O)cc1 (centres undefined)	-7.2	699	3.5	2.8	9.3	-3.2%	-0.1%	-0.2%	-0.17	1231	-0.607	-0.248	-0.0446	0.161	i	i	-6.7
COc1ccc(S(=O)(=O)n2nc(OC(=O)c3cccs3)cc2NC(=O)c2cccs2)cc1	-1.8	729	2.1	1.6	5.2	3.6%	-5.1%	1.2%	0.45	1352	-0.479	-0.235	0.0756	-0.289	i	i	-1.8
COC(=O)c1ccc(OC(=O)CCN2c3ccccc3Sc3ccccc32)cc1	-5.7	711	3.6	2.3	10.4	-4.4%	-14.9%	3.1%	-0.13	1484	1.14	-0.102	0.562	-0.43	i	i	-1.9
COC(=O)Cn1c(C)nc([N+](=O)[O-])c1Br	-6.3	707	2.7	2.1	5.0	4.8%	26.4%	x	1.35	1167	-1.22	-0.0143	-0.74	0.383	i	i	5.1
CCOC(=O)C1CCN(Cc2nc3ccccc3c(=O)n2-c2ccc(OCC)cc2)CC1	-6.6	737	1.8	1.8	7.4	9.1%	-0.6%	-2.9%	0.37	1189	-0.687	-0.0438	-0.223	-0.32	i	i	-5.8
N#CC1C(C#N)N2CCCN2C1c1ccc(Cl)cc1 (centres undefined)	2.4	724	3.1	1.7	2.4	4.5%	2.7%	-0.7%	x	x	1.39	-0.075	1.07	-0.39	x	i	-0.1
CCOc1ccc(S(=O)(=O)N(C)c2ccc(OCC(=O)N3CCOCC3)cc2)cc1	0.3	770	1.9	1.1	8.1	-1.6%	-11.5%	-1.2%	-0.17	858	1.84	-0.0835	0.952	-0.556	i	i	-9.0

# Next part
structure	Lipid droplet	Lipid droplet cells 6.5 µM	MT stabilize HCS	MT stabilize HCS Hoechst-high %	MT stabilize HCS cytotoxicity %	P. falciparum M1AAP	M17LAP inhibition	CSM14.1 death rescue	Ins promoter up	Ins promoter up cell count	Dynein cargo inh	Dynein cargo inh cytoplasmic EGFP	Dynein cargo inh nuclear GR-EGFP	Dynein cargo inh cell count	Yfh1-off respiration	Autophagy HCS	Autophagy HCS cell loss 18 h
CCNC(=O)c1c(O)c2cccc3c2n(c1=O)CC3	-2.9	680	4.8	1.9	12.1	14.8%	5.9%	-1.8%	2.26	867	0.32	-0.269	0.00976	0.479	i	i	46.9
COc1cc(C2c3c(oc4ccccc4c3=O)C(=O)N2Cc2ccncc2)ccc1O (centres undefined)	x	x	6.2	2.5	9.2	6.3%	-4.4%	-0.6%	1.06	1241	2.45	-0.148	1.1	-1.5	i	i	17.7
COCCn1c(SCC(=O)c2c(N)n(C)c(=O)n(C)c2=O)nc2ccccc21	21.3	682	3.5	2.6	9.5	6.1%	0.1%	-0.8%	0.05	1339	-0.931	-0.197	-0.491	0.22	i	i	-3.5
CCOC(=O)C1CCN(Cc2ccc(F)c(Br)c2)CC1	x	x	2.0	2.8	15.8	4.9%	-2.7%	0.1%	1.18	1278	1.14	-0.223	0.865	0.0805	i	i	-10.0
COc1cc(C(=O)Nc2ccc(C#N)cc2)c([N+](=O)[O-])cc1OC	-5.9	587	1.5	1.3	5.6	-6.5%	-8.4%	-3.8%	-0.19	1240	-0.396	-0.311	-0.113	1.09	i	i	18.7
Cc1ccc(OCC(=O)NNC(=O)CSc2nnc(-c3ccc(C)cc3)n2C)cc1	0.9	661	2.5	4.0	11.2	4.0%	-1.5%	-2.8%	-0.22	1440	-0.17	-0.221	0.0595	-0.262	i	i	-1.9
COc1ccc(C(=O)c2coc(-c3ccccc3C(=O)O)c2C(=O)O)cc1	1.4	719	2.7	3.0	1.8	-2.7%	6.5%	-1.6%	0.16	1176	-0.722	-0.271	-0.616	0.192	i	i	-7.9
O=C(COC(=O)c1cccs1)Nc1cc(S(=O)(=O)N2CCOCC2)ccc1Cl	-13.2	669	1.4	2.1	8.2	7.0%	-9.4%	-0.5%	0.33	1207	-1.25	-0.219	-0.257	1.26	i	i	-3.6
CC(C)Cc1cc(CN2CCC(CO)(Cc3cccc(C(F)(F)F)c3)CC2)[nH]n1	-12.1	670	2.5	2.0	7.2	5.9%	-3.2%	-3.0%	-0.16	1507	0.751	-0.203	0.0516	0.659	i	i	10.9
Cc1nnc(SCC(=O)N(Cc2ccccc2)C(C)(C)C)[nH]c1=O	7.6	709	1.3	0.9	2.9	-6.3%	16.4%	-0.6%	0.52	1399	0.329	-0.224	0.146	-0.292	i	i	-9.4
CCn1nnnc1NC(=O)c1cc(OC)c(OC)c(OC)c1	14.4	736	0.7	2.0	15.0	x	x	-0.6%	-0.06	1452	1.07	-0.186	1.33	-1.41	i	i	-15.1
COc1ccc(NC(=O)c2ccco2)cc1NC(=O)c1cccc(OC(C)C)c1	x	x	3.7	1.4	2.4	9.6%	0.7%	9.1%	-0.49	1612	-0.0131	0.377	0.139	0.0537	i	+	-63.5*
